PKM2 activator: increases activity of human pyruvate kinase M2; P14618; purified PKM2, Kinase-Glo ATP luminescence, activation; response scale: 0% is enzyme alone, no compound; Potency, µM (series often up to 57.5 µM), for inactives: top-dose activation, hits mostly activators; 260,000 compounds, 0.34% hits; AID 1631; note: potency is the fitted concentration of half-maximal effect; % is set by controls: 0 for no effect and ±100 for the full control effect; nearly all actives have a fitted effect of over 55% in size
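Purified hPK-M2 (>95%) run at intermediate activity with 0.1 mM ADP and 0.5 mM PEP in 50 mM imidazole pH 7.2, KCl, MgCl2; 1 h room temperature. ATP formed read by Kinase-Glo luminescence; normalized to uninhibited and no-enzyme controls.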
Menin MLL FP TR: menin-MLL binding inhibition, Texas Red mutant peptide. O00255. Menin + Texas Red MLL mutant peptide, fluorescence polarization. Potency, µM (doses to about 61.6 µM), for the others: top-dose FP activity change, negative = inhibition, hits mostly inhibitors. 270,000 compounds, 0.23% hits. AID 1768; active = well fitted inhibition curve with a large enough effect in the polarisation, with a control signal flat, not every such curve was filed as active; inconclusive = small, poorly fitted or top-dose-only effect, or effect the other way, or a change in a side signal; inactive = no such curve, though single readings can be large or run the other way; the % refers to the polarisation; note: potency is the fitted concentration of half-maximal effect; % of control where 0% means no effect; many of its hits are not listed in these tables
Target sequence (O00255 whole entry, looked up): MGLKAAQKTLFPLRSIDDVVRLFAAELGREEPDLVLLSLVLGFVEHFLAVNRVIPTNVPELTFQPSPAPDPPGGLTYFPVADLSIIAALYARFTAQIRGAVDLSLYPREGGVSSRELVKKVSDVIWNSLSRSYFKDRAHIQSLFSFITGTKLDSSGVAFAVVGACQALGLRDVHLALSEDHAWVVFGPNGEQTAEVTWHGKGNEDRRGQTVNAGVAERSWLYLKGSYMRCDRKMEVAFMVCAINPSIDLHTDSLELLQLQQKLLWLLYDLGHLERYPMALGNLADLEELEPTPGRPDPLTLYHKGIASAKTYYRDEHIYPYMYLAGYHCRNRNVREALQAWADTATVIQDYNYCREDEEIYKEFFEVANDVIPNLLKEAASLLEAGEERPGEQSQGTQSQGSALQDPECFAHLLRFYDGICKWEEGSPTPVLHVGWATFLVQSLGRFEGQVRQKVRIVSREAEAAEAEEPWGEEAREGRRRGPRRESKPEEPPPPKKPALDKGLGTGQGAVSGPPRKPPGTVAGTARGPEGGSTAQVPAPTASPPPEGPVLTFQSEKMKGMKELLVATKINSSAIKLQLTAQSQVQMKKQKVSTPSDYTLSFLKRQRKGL
RORg inh: blocks mouse ROR gamma transcriptional activity. AID 2551. Potency, µM (doses to about 53.6 µM), for the others: at the highest dose activity change, negative = inhibition, actives largely listed as inhibitors. P51450. Drosophila S2 Gal4-RORgamma UAS-luciferase reporter, 20 h. 310,000 compounds, 5.4% hits; note: potency is the fitted concentration of half-maximal effect; % is set by controls: 0 for no effect and ±100 for the full control effect; nearly all actives have a fitted effect of over 60% in size
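Luminescence from a UAS-regulated Photinus luciferase reporter in stably transfected Drosophila Schneider cells is measured; decreased signal marks ROR gamma inhibition. Fusion expression is induced by 700 uM copper sulfate for 20 hr.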
VP16 counter: Gal4-VP16 reporter inhibition counter-screen; AID 2546; 310,000 compounds, 3.5% hits; Drosophila S2 Gal4-VP16 UAS-luciferase, luminescence, 20 h; Potency, µM (titrated, usually from 53.6 µM), without a hit: at the top dose activity, negative = inhibition, most hits filed as inhibitors;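 note: Gal4-VP16 expression switched on by copper sulfate through the metallothionein promoter; potency is the fitted concentration of half-maximal effect; % is set by controls: 0 for no effect and ±100 for the full control effect; nearly all actives have a fitted effect of over 50% in size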
KCNH2 3.1 inh: blocks the human KCNH2 3.1 channel isoform. U2OS KCNH2 3.1, thallium flux FluxOr; stronger effect = lower value. activity change, % (tested at about 1.8 µM). 340,000 compounds, 0.95% hits. AID 720553;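 active = maximum activity change below -70%; inconclusive = maximum activity change from -70% to -50%; inactive = maximum activity change above -50%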;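 note: thallium influx rate constant from kinetic fluorescence after stimulation buffer; % is set by controls: 0 for no effect and ±100 for the full control effect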
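Normalized rate constant (relative to positive and negative DMSO controls) derived from a 2 min kinetic fluorescence read after stimulation; U2OS cells expressing the 3.1 isoform via virus at 1.77 x 10^8 /mL.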
FLuc modulator: counter-screen for miR-21 project: firefly luciferase inhibitors or activators; AID 588342; purified FLuc, Km substrates, luminescence inhibition; Potency, µM (series often up to 57.5 µM), without a hit: at the top dose activity change, negative = inhibition, actives largely listed as inhibitors; 360,000 compounds, 6.9% hits; P08659;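 note: potency is the fitted concentration of half-maximal effect; plate controls were vehicle for no effect and reference inhibitor for full effect; nearly all actives have a fitted effect of over 55% in size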
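Purified P. pyralis luciferase, 10 nM final, with Km-level 10 uM D-luciferin and 10 uM ATP in 50 mM Tris acetate pH 7.5, 10 mM Mg acetate, 0.01% Tween-20, 0.05% BSA; 6-point qHTS titration about 60 µM downward; luminescence read.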
MBNL1 CUG block: inhibitors of human MBNL1 binding to CUG repeat RNA; AID 2675; TR-FRET MBNL1-His/biotin-(CUG)12 binding, 665/545 ratio; 280,000 compounds, 0.036% hits; Q9NR56; Potency, µM (doses to about 57.5 µM), inactives show top-dose activity change, negative = inhibition, hits mostly inhibitors; active = well fitted inhibition curve with a large enough effect in the signal ratio, with a control signal flat, not every such curve was filed as active; inconclusive = small, poorly fitted or top-dose-only effect, or effect the other way, or a change in a side signal; inactive = no such curve, though single readings can be large or run the other way; the % refers to the signal ratio; note: potency is the fitted concentration of half-maximal effect; % is set by controls: 0 for no effect and ±100 for the full control effect
Target sequence (Q9NR56 whole entry, looked up): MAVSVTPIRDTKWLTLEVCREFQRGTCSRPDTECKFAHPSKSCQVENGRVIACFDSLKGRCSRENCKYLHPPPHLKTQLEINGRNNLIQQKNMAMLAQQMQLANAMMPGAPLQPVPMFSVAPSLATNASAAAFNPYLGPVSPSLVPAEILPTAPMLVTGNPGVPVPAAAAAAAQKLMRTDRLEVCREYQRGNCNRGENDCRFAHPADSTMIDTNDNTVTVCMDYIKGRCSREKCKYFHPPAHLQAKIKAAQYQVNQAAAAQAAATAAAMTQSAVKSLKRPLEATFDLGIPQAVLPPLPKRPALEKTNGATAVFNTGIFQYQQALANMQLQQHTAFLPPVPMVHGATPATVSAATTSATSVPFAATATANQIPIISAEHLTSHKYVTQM
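Compounds (final 92 nM to 58 uM) are added to His-tagged MBNL1 and biotin-(CUG)12, then terbium anti-His antibody and streptavidin-XL665 (5 nM final). After 60 min at room temperature, the 665/545 nm ratio is read.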
Rab9 prom act: Rab9 promoter activation | Huh7 Rab9 promoter-luciferase reporter, luminescence, 24 h | Potency, µM (top dose mostly 9.22 µM), for the others: top-dose activation, negative = inhibition, actives largely listed as activators | 320,000 compounds, 2.8% hits | AID 485297; note: potency is the fitted concentration of half-maximal effect; % of control where 0% means no effect; nearly all actives have a fitted effect of over 60% in size
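Luminescence read-out: Huh7 cells stably expressing Rab9-luciferase, treated 24 h with compound at 37 °C, then lysed with luciferase reagent for 10 min at ambient before reading.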
NPC1 promoter act: activators of NPC1 promoter | Huh7 NPC1 promoter luciferase reporter, 24 h | 320,000 compounds, 2.4% hits | AID 485313 | Potency, µM (series often up to 9.22 µM), for the others: at the top dose activation, most hits filed as activators;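 note: potency is the fitted concentration of half-maximal effect; % of control where 0% means no effect; nearly all actives have a fitted effect of over 60% in size; reporter is driven by a mutant NPC1 promoter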
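Readout is luciferase luminescence, reflecting NPC1 promoter activation in stably transfected Huh7 cells after 24 h compound exposure at 37 °C in reduced-serum medium with 10% FBS.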
ELG1 DNA repair: inhibitors of ELG1-dependent DNA repair in HEK293T cells; 330,000 compounds, 2.3% hits; HEK293T ELG1-luciferase reporter, luminescence, 16 h; DNA damage induced by 5-fluorouridine; Potency, µM (titrated, usually from 46.1 µM), for the others: top-dose activity change, negative = inhibition, usual class: inhibitors; note: potency is the fitted concentration of half-maximal effect; % is set by controls: 0 for no effect and ±100 for the full control effect; nearly all actives have a fitted effect of over 55% in size
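In this reporter screen, reduction of luminescence relative to DMSO vehicle indicated activity. Compounds and 5-fluorouridine were added together to 2,000 cells per well, incubated for 16 hr at 37 °C, then developed with ONE-Glo.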
Mito fusion act: inhibitors of mitochondrial division or activators of mitochondrial fusion; S. cerevisiae fusion-defective mutant growth rescue, CellTiterGlo 48 h; Potency, µM (top dose mostly 46.1 µM), without a hit: at the highest dose growth rescue (activation), actives largely listed as activators; 320,000 compounds, 0.23% hits;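 note: potency is the fitted concentration of half-maximal effect; % of control where 0% means no effect; nearly all actives have a fitted effect of over 45% in size; temperature-sensitive fusion mutants such as fzo1-1 at 37 °C on non-fermentable ethanol glycerol medium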
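Temperature-sensitive fusion-defective S. cerevisiae (e.g. fzo1-1, mgm1-5) were grown with compound in YPEG medium (3% ethanol, 3% glycerol) for 48 hours at 37C. Growth rescue was measured as viability by CellTiterGlo luminescence after 10 minutes at ambient.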
The depositor's hits bear a star; ? = inconclusive; . = no result given; [ ] = dose if it differs, or a comment. Unless noted, calls come from the whole dose curve; as a rule, active = well fitted curve in the direction sought with a large enough effect; inconclusive = small, poorly fitted or top-dose-only effect, or another doubt; inactive = no such curve, though single readings can be large; an effect the other way counts as inactive or inconclusive. Only part of the results is shown (hit frequency here may not be typical).

Molecule	PKM2 activator	Menin MLL FP TR	RORg inh	VP16 counter	KCNH2 3.1 inh	FLuc modulator	MBNL1 CUG block	Rab9 prom act	NPC1 promoter act	ELG1 DNA repair	Mito fusion act
CCCCN1C(=O)C(NC(C)=O)c2cc(Br)ccc21 (stereo not given)	0%	-19%	20%	6%	-2	2%	-1%	2%	-4%	-6%	-1%
CC(=O)N1C(C(=O)O)CSC1c1cccc(C)c1 (stereo not given)	-1%	5%	-7%	9%	1	3%	-13%	-7%	0%	-8%	-1%
O=C(COC(=O)Cc1ccccc1F)Nc1ccc2c(c1)OCCO2	-2%	-7%	55%	-7%	5	17µM*	?	-1%	1%	29%	-1%
Cc1nn(C)cc1/C=C/C(=O)c1cccs1	2%	30%[activator]	-104%	?	-1	5.4µM*	-5%	?	?	?	1%
CCOc1ccc(CCNC(=O)C2CCC(=O)N2CCc2ccccc2)cc1OCC (stereo not given)	-6%	-1%	16%	-1%	0	0%	0%	0%	1%	-7%	0%
O=C(NCCC(=O)N1CCCC(C(F)(F)F)C1)c1ccccc1Cl (stereo not given)	8%	.	-10%	-10%	9	1%	-3%	0%	-2%	-6%	3%
COCCOC(=O)C1=C(C)NC(=O)NC1c1ccc(OC(=O)c2ccco2)c(OC)c1 (stereo not given)	0%	1%	1%	-7%	-17	2%	2%	-2%	11%	4%	0%
Cc1ccc(NC(=O)c2ccc(-n3cccn3)nc2)cc1	-8%	13%	0%	2%	3	5%	90%[activator]	-5%	3%	12%	0%
CCOc1ccccc1NC(=O)CSc1nnc(CNC(=O)c2cc(OC)c(OC)c(OC)c2)o1	.	.	1%	3%	19	-1%	-5%	-2%	-4%	6%	4%
Cc1cccc(C2=NN(c3ccccc3)[C@H](CO)[C@H]2c2ccccc2)c1	.	?	5%	-17%	8	.	.	.	.	15%	.
Cc1cccc(C(=O)OCC(=O)NC2CCCCCCC2)c1	.	.	.	.	-13	?	.	0%	-2%	?	9%
CSCCC(NC(=O)c1ccccc1)C(=O)N1CCN(C(c2ccccc2)c2ccccc2)CC1 (stereo not given)	0%	.	3%	-3%	.	-1%	-4%	-5%	-9%	?	2%
Cc1ccc(-c2nc3ccccn3c2C=O)cc1	13%	2%	7%	-13%	-17	21µM*	-2%	3.5µM*	?	?	15%
Nc1c(S(=O)(=O)c2cccs2)c2nc3ccccc3nc2n1CCc1ccccc1	11%	1%	?	?	.	8%	18%	1%	0%	?	11%
O=C(Nc1ccccc1)C1=C[C@@H](c2csc3ccccc23)C[C@@H](OCc2ccc(CO)cc2)O1	2%	13%	?	-3%	.	2%	-5%	1%	2%	?	-9%
COc1ccc(C(=O)n2nc(-c3ccc(OC)cc3)nc2N)cc1	-1%	-5%	-3%	-3%	-4	-1%	.	0%	-8%	0%	-8%
C=C(C)CN(CC)C(=O)CSc1ccc(S(=O)(=O)N2CCN(Cc3ccccc3)CC2)cn1	.	.	.	.	-18	1%	.	4%	-4%	-16%	8%
Cc1nn(-c2cc(C(F)(F)F)ccc2Cl)c2nc(C(F)(F)F)[nH]c(=O)c12	8%	16%	17%	-3%	-1	3%	-1%	-5%	-4%	-27%	5%
CC(NC(=O)c1ccco1)C(=O)OCC(=O)c1ccc(Cl)s1 (stereo not given)	-8%	0%	5%	-1%	-4	-10%	26%	1%	-4%	9%	-3%
Cc1ccccc1CSCc1nc(N)nc(Nc2ccccc2C)n1	-8%	-1%	-45%	-2%	5	?	-5%	26%	15%	?	6%

Rab9 prom act, entries above that show a hit
canonical_smiles | Menin MLL FP TR | RORg inh | MBNL1 CUG block | Rab9 prom act | NPC1 promoter act
Cc1ccc(-c2nc3ccccn3c2C=O)cc1 | 2% | 7% | -2% | 3.5µM* | ?

Next results follow.
Molecule	PKM2 activator	Menin MLL FP TR	RORg inh	VP16 counter	KCNH2 3.1 inh	FLuc modulator	MBNL1 CUG block	Rab9 prom act	NPC1 promoter act	ELG1 DNA repair	Mito fusion act
CCCc1nnc(NC(=O)CCC(=O)N2CCN(Cc3ccccc3)CC2)s1	.	.	-9%	2%	-7	-1%	-9%	1%	-3%	2%	-2%
COc1ccc(OCC(=O)Nc2ccc(N3CCN(C(=O)c4ccccc4)CC3)c(Cl)c2)cc1	-3%	.	-38%	?	.	-1%	-7%	-18%	-17%	12µM*	-5%
O=C(CCCCCn1c(=S)[nH]c2ccc(N3CCOCC3)cc2c1=O)NCc1ccccc1	5%	10%	-26%	?	1	5%	-2%	-6%	-5%	9%	-4%
Cc1sc2nc(SCc3nc4ccccc4[nH]3)n(Cc3ccco3)c(=O)c2c1C	13%	-20%	?	?	-38	-4%	16%	-2%	1%	?	0%
CCOc1cc(/C=C2/C(=N)N3C(=NC2=O)SN=C3S(C)(=O)=O)ccc1OS(=O)(=O)c1ccccc1	.	.	24%	-1%	-12	?	7%	5%	0%	?	-5%
CC(C)(C)c1ccc(C(=O)NCc2cccnc2)cc1	5%	2%	?	4%	4	?	3%	-18%	22%	?	3%
COc1cccc(/C=C/C(=O)c2c(O)cc(C)oc2=O)c1O	-8%	?	?	-11%	-4	?	14%	-34%[inhibitor]	-1%	?	-16%
COc1cc2nc(Nc3ccc(F)cc3)nc(N)c2cc1OC	.	15%	-6%	-4%	1	?	-11%	0%	1%	?	-5%
O=C(CSc1ccccn1)N/N=C/c1cc([N+](=O)[O-])ccc1O	-6%	.	2µM*	7.1µM*	-11	-5%	?	-3%	-2%	16µM*	6%
Cc1ccccc1NC(=O)c1nc2nccc(C)n2n1	-42%	-9%	30%	-10%	.	?	-3%	3.5µM*	?	?	-3%
CCOc1ccc(C(C(=O)NC2CCCC2)N(C(=O)c2snc(C(N)=O)c2N)C2CCCC2)cc1 (stereo not given)	3%	-24%	1%	13%	-2	-1%	3%	0%	1%	0%	12%
CCN(c1ccccc1)S(=O)(=O)c1c(C)noc1C	.	.	.	.	5	0%	.	-7%	-2%	11%	0%
O=C(COC(=O)c1cc([N+](=O)[O-])ccc1Cl)NCCc1ccccc1	.	.	.	.	17	-2%	.	2%	-3%	-2%	-4%
O=C(Cn1nc(Cc2ccncc2)c2ccccc2c1=O)Nc1cccnc1Cl	-7%	.	-17%	-2%	8	0%	13%	0%	-1%	7%	-4%
CC1=NNC(=O)C1CCC(=O)N/N=C/c1ccc(Cl)cc1Cl (stereo not given)	0%	.	-3%	-8%	-11	0%	24%	-1%	-3%	2%	-2%
Cc1nc2ncnn2c(C)c1CCC(=O)N1CC(C)CC(C)C1 (stereo not given)	0%	-9%	-2%	-10%	-3	-2%	-9%	0%	-3%	5%	-2%

Retrieved one by one from above, 2 records:
Molecule	PKM2 activator	Menin MLL FP TR	RORg inh	VP16 counter	KCNH2 3.1 inh	FLuc modulator	MBNL1 CUG block	Rab9 prom act	NPC1 promoter act	ELG1 DNA repair	Mito fusion act
O=C(CCCCCn1c(=S)[nH]c2ccc(N3CCOCC3)cc2c1=O)NCc1ccccc1	5%	10%	-26%	?	1	5%	-2%	-6%	-5%	9%	-4%
COc1cccc(/C=C/C(=O)c2c(O)cc(C)oc2=O)c1O	-8%	?	?	-11%	-4	?	14%	-34%[inhibitor]	-1%	?	-16%

Compound activity as filed in PubChem.
